# Bioassay records (PubChem BioAssay)
# Ba/F3 V617F tox: reduced viability of JAK2V617F-dependent Ba/F3 cells, primary screen, JAK2V617F inhibitor project, cell-based, Ba/F3 EpoR-JAK2V617F, luminescence. inhibition, % at 5.6 µM. 220,000 compounds, 1.1% hits. ATP luminescence;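 active means inhibition above the campaign mean plus 3 SD over all tested compounds, cut at about 24% in these data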;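 further: cytokine-independent growth of Ba/F3 cells driven by EpoR plus mutant JAK2; 0% = DMSO-treated cells and 100% = JAK inhibitor I control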
# NPY-Y1 antag: NPY-Y1 receptor antagonists, primary screen, cell-based; HEK293-CNG Y1 cells, membrane potential fluorescence; NPY at EC95, then isoproterenol; inhibition, % at 3.6 µM; 200,000 compounds, 1% hits;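 active means inhibition above the campaign mean inhibition of all tested compounds plus 3 SD, cut at about 20% in these data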;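 further: 0% = DMSO wells given NPY plus isoproterenol and 100% = isoproterenol alone without NPY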
# Target sequence (P25929 whole entry, looked up): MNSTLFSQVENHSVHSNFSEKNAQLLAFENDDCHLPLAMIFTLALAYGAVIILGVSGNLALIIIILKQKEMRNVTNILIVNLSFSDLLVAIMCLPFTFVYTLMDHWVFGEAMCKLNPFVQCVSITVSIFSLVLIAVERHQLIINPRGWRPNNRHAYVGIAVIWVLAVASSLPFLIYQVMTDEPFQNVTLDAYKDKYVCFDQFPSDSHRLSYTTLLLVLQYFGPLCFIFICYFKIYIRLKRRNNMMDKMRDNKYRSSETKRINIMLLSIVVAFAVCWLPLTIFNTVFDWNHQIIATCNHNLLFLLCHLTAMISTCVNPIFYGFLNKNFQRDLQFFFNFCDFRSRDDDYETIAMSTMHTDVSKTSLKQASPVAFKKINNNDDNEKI
#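 Material: HEK293 cells co-expressing NPY Y1 receptor and cyclic-nucleotide gated channel. Timing: compound incubation 1 h at room temperature, readout 45 min post-stimulation. Signal: fluorescence, membrane potential probe.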
# S1P4 antagonist: S1P4 receptor antagonists, primary screen, cell-based; inhibition, % at 4.98 µM; 220,000 compounds, 0.26% hits; S1P4-expressing cells, antagonist mode, reporter read-out; Sphingosine 1-phosphate receptor 4 (Homo sapiens), O95977; in the data active means inhibition above about 29%;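 further: 0% = wells stimulated with agonist and 100% = vehicle wells without agonist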
# NPY-Y1 PAM-ag: NPY-Y1 receptor potentiators or agonists, primary screen, cell-based; NPY-Y1 expressing cells, potentiator/agonist activation; 220,000 compounds, 0.37% hits; Neuropeptide Y receptor type 1 (Homo sapiens), P25929; activation, % at 3.6 µM; AID 1304, 2008; in the data active means activation above about 33%, passing the limit was not always enough;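 further: cells stimulated with NPY at EC10 then isoproterenol at EC100; 0% = low agonist plus stimulus and 100% = saturating agonist plus stimulus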
# Runt-CBFb FRET: inhibitors of RUNX1 Runt–CBFb binding, primary screen, biochemical, FRET, Cerulean-Runt, Venus-CBFb, uHTS. Cerulean-Runt/Venus-CBFb FRET ratio 530/480, 1 h. Runt-related transcription factor 1 (Homo sapiens) + Core-binding factor subunit beta …. 220,000 compounds, 0.46% hits. inhibition, % at 20 µM;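 active means inhibition over about 50% at 20 µM in the single-dose screen, limit read from the data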;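 further: 0% = DMSO wells and 100% = excess unlabeled CBFb competitor control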
#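 Buffer or medium: Tris pH 7.5 buffer with BSA. Assay system: Cerulean-labeled Runt domain protein. Amount: each fluorescent fusion protein 100 nM. Read-out basis: loss of energy transfer signal. Incubation: 1 h compound exposure, room temperature. Probe or stimulus: Venus-CBFb binding partner, 100 nM. Detection: FRET, excitation 422 nm, emission at 530 and 480 nm.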
# S1P4 agonist: S1P4 receptor agonists, primary screen, cell-based; Sphingosine 1-phosphate receptor 4 (Homo sapiens), O95977; S1P4-expressing cell line, agonist reporter assay; activation, % at 4.98 µM; 220,000 compounds, 0.35% hits; AID 1509, 2009; in the data active means activation above about 11%;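 further: 0% = DMSO vehicle and 100% = reference agonist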
# NPY-Y2 PAM-ag: NPY-Y2 potentiators or agonists, primary screen, cell-based. Neuropeptide Y receptor type 2 (Homo sapiens), P49146. cells expressing NPY-Y2, potentiator/agonist read-out. activation, % at 3.6 µM. 220,000 compounds, 0.45% hits; in the data active means activation above about 27%;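 further: cells stimulated with NPY near EC25 plus isoproterenol at EC100; 0% = vehicle plus submaximal agonist and 100% = vehicle plus saturating agonist; some results beyond the cut were filed as inactive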
# Target sequence (P49146 whole entry, looked up): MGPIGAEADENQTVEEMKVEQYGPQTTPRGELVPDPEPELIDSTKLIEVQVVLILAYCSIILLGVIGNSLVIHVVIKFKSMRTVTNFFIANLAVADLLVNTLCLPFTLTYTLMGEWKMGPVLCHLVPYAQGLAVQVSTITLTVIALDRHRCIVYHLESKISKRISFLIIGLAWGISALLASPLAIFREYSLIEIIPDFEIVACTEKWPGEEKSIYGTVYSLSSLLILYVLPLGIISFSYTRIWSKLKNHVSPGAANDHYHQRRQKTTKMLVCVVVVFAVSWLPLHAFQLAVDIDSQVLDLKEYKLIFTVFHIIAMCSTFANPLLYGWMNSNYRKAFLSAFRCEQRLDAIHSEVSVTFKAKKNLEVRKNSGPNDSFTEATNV
# RBBP9 inhibitor: human RBBP9 inhibitors, primary screen, biochemical, fluorescence polarization, FP-Rh probe, HTS; inhibition, % at 7.94 µM; recombinant RBBP9; Serine hydrolase RBBP9 (Homo sapiens), O75884; 220,000 compounds, 0.2% hits;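 active means inhibition above the campaign mean of all tested compounds plus 3 SD, cut at about 14% in these data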;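 further: plate controls were DMSO wells with RBBP9 for no effect and wells lacking RBBP9 protein for full effect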
# Target sequence (O75884 whole entry, looked up): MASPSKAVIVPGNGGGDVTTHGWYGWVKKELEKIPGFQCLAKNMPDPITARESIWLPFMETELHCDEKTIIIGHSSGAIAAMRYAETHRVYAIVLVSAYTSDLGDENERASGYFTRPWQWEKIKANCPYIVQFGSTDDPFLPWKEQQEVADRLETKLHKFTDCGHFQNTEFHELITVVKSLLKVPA
#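 Material: RBBP9 protein. Amount: RBBP9 at 2.5 µM in dispensed solution, before mixing. Schedule: 30 min then 45 min, 25 °C. Medium: Tris buffer pH 8.0, NaCl, Pluronic. Measured by: fluorescence polarization. Measure: percent inhibition from mP, scaled between DMSO and no-protein wells. Replication: one well per compound.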
# BaF3 parental: parental Ba/F3 cell viability inhibition, counter-screen for JAK2V617F inhibitor project, murine pro-B, CellTiter-Glo luminescence. CellTiter-Glo ATP luminescence. inhibition, % at 5.6 µM. 220,000 compounds, 1.1% hits. AID 1486, 2009;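 active means inhibition above a per-campaign cutoff, the mean inhibition of all tested compounds plus 3 SD, cut at about 27% in these data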;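 further: 0% = DMSO wells and 100% = JAK Inhibitor I control wells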
# Numbers without * were called inactive; nt = no result given.
SMILES,Ba/F3 V617F tox,NPY-Y1 antag,S1P4 antagonist,NPY-Y1 PAM-ag,Runt-CBFb FRET,S1P4 agonist,NPY-Y2 PAM-ag,RBBP9 inhibitor,BaF3 parental
Nc1c(C(=O)N/N=C/c2ccc([N+](=O)[O-])cc2)sc2nnc(-c3ccccc3)c(-c3ccccc3)c12,-5,nt,5,7,-8,1.6,13,-7,0
O=C(Nc1ccc(F)cc1)c1ccc(-n2ccnc2)nc1,2,7,3,5,-2,0.7,-6,-4,2
Cn1cc(/C=C2\SC(=O)N(c3ccccc3)C2=O)c2ccccc21,1,-3,13,-6,-17,-0.8,-4,-4,9
CCOc1ccc(CC(=O)NNC(=S)Nc2ccc(OC)c(OC)c2)cc1,1,-4,-14,-6,3,1.2,-4,-11,6
COC(=O)CCC(=O)CN,-3,-3,-18,-5,-1,-1.0,6,5,-1
COc1ccc(C(=O)Nn2cnnc2)cc1,-2,-3,2,0,2,-0.1,9,-2,2
CCCOc1ccc(-c2nnn(CC(=O)N3CCCCC3)n2)cc1,0,nt,-9,5,-2,4.0,-11,-4,-3
CCCNC(=O)c1nc(C)n(-c2ccc([N+](=O)[O-])cc2)n1,0,2,-13,21,2,1.2,10,-1,3
CC(C)Cc1nnc(NS(=O)(=O)Cc2ccccc2)s1,4,3,-6,-30,0,2.2,-6,1,5
C=C(C)CSc1nc(N)c2c(C)c(C)sc2n1,5,-1,3,-10,2,-2.8,-17,-13,8
CCOc1cc(N2CCOCC2)c(OCC)cc1NC(=O)CN1C(=O)NC(Cc2ccccc2)C1=O (configuration not stated),-2,7,-30,-5,5,12*,-1,-4,1
CCCSc1nc(=S)n(Cc2ccccc2)c(C)c1C(C)=O,4,9,-5,3,-3,-1.6,-9,0,11
C=CCc1c(C)nc(SCC(N)=O)[nH]c1=O,-3,2,-9,7,2,0.8,-6,4,2
O=C(CSc1ccc(F)cc1)NC12CC3CC(CC(C3)C1)C2,-4,-1,-8,-2,0,-0.9,4,4,2
CN1CCN(CCCNC(=S)Nc2ccc(F)c(Cl)c2)CC1,2,0,3,-5,0,0.1,-7,-2,6
CC(Oc1ccc(Cl)cc1Cl)c1ccnc2nc(N3CCOCC3)nn12 (configuration not stated),2,-2,21,15,-6,-1.1,5,0,6
CCOC(=O)N1CCN(C(=O)CSc2nc3c(cnn3-c3ccc(Cl)cc3)c(=O)[nH]2)CC1,-1,3,4,-9,-5,0.7,-17,-6,-1
CCOC(=O)N1CCN(C(=O)c2ccc3nc4cc(Cl)ccc4c(=O)n3c2)CC1,-1,0,5,-16,nt,9.0,6,13,4
COC(=O)c1c(C)[nH]c(C(=O)C(C)Sc2nnc(-c3cc(OC)c(OC)c(OC)c3)o2)c1C (configuration not stated),-2,2,-6,-14,0,-1.6,3,-1,1
COc1ccc(/C=C/C(=O)NNc2c(F)c(F)cc(F)c2F)cc1OC,-1,-4,-21,16,-1,0.6,-17,-10,8
COc1ccc(OC)c(N(CC(=O)Nc2ccccc2)S(C)(=O)=O)c1,2,-5,-2,7,0,-1.2,11,-9,2
O=C(C1=C[C@@H](c2ccc(Br)cc2)C[C@@H](OCCCCO)O1)N1CCN(Cc2ccc3c(c2)OCO3)CC1,3,-6,10,1,-4,0.2,-5,-6,2
Fc1cccc(Cl)c1Cn1nnc2c(N3CCC4(CC3)OCCO4)ncnc21,-1,1,-6,14,2,-1.8,-9,-6,2
O=C1CC(O)(C(F)(F)F)Oc2c1ccc1ccccc21 (configuration not stated),-5,3,0,-16,0,0.4,5,-10,-1
Cc1cc(O)c(NC(=S)NC(=O)c2ccc(-c3ccc(Cl)cc3)o2)cc1C,-3,-3,-10,-2,11,0.6,9,-9,-2
# Additional records.
SMILES,Ba/F3 V617F tox,NPY-Y1 antag,S1P4 antagonist,NPY-Y1 PAM-ag,Runt-CBFb FRET,S1P4 agonist,NPY-Y2 PAM-ag,RBBP9 inhibitor,BaF3 parental
O=c1[nH]c2ccccc2c(=O)n1Cc1ccco1,1,-2,-11,5,1,0.9,17,-8,2
CCOC(=O)C12CNC(=O)C(C(=O)OCC)(CNC1=O)C2,3,-4,-17,-6,-1,-0.9,4,-4,2
O=S(=O)(c1cccc(NC(=S)N2CCN(c3cccc(Cl)c3)CC2)c1)C(F)F,-1,-4,-4,7,5,2.4,30*,-2,2
COc1ccc(/C=C/C(=O)NCC(=O)n2nc(C)cc2C)cc1,-4,nt,-2,17,2,-0.7,4,-8,0
Cc1cc(C)n2nc(SCC(=O)c3ccccc3)nc2n1,-1,6,-10,-26,2,-3.0,7,7,4
O=C(Nc1nc2cc3c(cc2s1)OCCO3)C1=COCCO1,11,nt,-2,-1,1,1.3,-10,-5,11
Cc1cccnc1NC(=O)NC(=O)c1ccc(C(C)(C)C)s1,-3,nt,-1,2,1,0.6,-12,0,0
CC(=O)Nc1cccc(OC(=O)c2ccoc2C)c1,0,4,14,-16,0,-0.2,-14,-6,6
O=C(CSc1ccc(F)cc1)N1CCC(c2nc3ccccc3s2)CC1,4,6,-5,12,-3,-0.1,-9,-7,9
CC(Oc1ccccc1)C(=O)N/N=C/c1ccccn1 (configuration not stated),1,6,-7,1,1,-1.1,6,-6,6
O=C1CSC(c2cccc([N+](=O)[O-])c2)N1c1ccc(O)cc1 (configuration not stated),0,8,-3,-2,0,1.0,4,-8,2
Cc1ccc(N=Cc2cc(Br)cc(Cl)c2O)cc1,-3,-1,9,-2,-43,-1.2,-5,4,-1
CC(=O)N1[C@H](C)C=C[C@]1(Cc1ccccc1)C(=O)NCc1cc(F)cc(C(F)(F)F)c1,-1,-7,12,2,-5,-0.1,3,-4,5
O=C(c1ccco1)N1C2C=CC(C2)C1(C(F)(F)F)C(F)(F)F (configuration not stated),-1,2,-7,22,2,-1.3,-3,0,3
C/C=C/c1ccc(OCC(=O)NCc2ccccc2OC)c(OC)c1,2,2,-5,-5,-2,-2.0,-4,1,8
Cc1ccccc1-n1c(C)nnc1SCC(=O)N1CCc2ccccc2C1,-3,1,-16,10,0,-0.3,6,-5,5
CCCOC(=O)c1c(NC(=O)/C=C/c2cnn(C)c2C)sc(C(=O)OC)c1C,-2,-3,-22,17,0,0.8,-5,-9,0
CCOC(=O)N1CCN(C(=O)C2CCCN(S(=O)(=O)c3cc(C)ccc3OC)C2)CC1 (configuration not stated),1,7,-4,7,-1,-1.0,5,0,4
CC(=O)Nc1ccc(NC(=O)C2CC(=O)N(c3cccc(Cl)c3)C2)cc1 (configuration not stated),4,0,-5,-1,0,1.4,-16,-8,6
CN(C(=O)CSc1nnc2ccccn12)c1c(N)n(Cc2ccccc2)c(=O)[nH]c1=O,1,-1,-15,12,4,2.6,1,-4,4
Nc1c(C(=O)NCc2ccc3c(c2)OCO3)nnn1Cc1ccc(Br)cc1,1,nt,-3,-1,0,-1.2,6,7,-6
CC(=O)n1cc(N(C(=O)CCl)c2ccc([N+](=O)[O-])cc2)c2ccccc21,63*,nt,11,69*,1,-1.1,54*,1,20
CC1(C)Oc2ccc3ccc(=O)oc3c2/C(=C/Nc2ccccn2)C1=O,3,-2,-12,1,-6,0.0,-9,-6,9
Cc1ccc(C2(CC(=O)Nc3nccs3)CCOC(C(C)C)C2)cc1 (configuration not stated),4,1,-16,-20,-2,-0.5,-13,2,7
CCNC(=S)N/N=C(\C)c1cccc(OC)c1,-3,2,15,0,0,0.9,-4,-3,5
C=CCn1c(SCC(=O)N2N=C(c3ccco3)CC2c2ccco2)nnc1-c1ccncc1 (configuration not stated),2,1,-32,-5,32,0.6,-4,-7,4
Cc1cc2nc(-c3ccc4c(c3)CCC4)ccn2n1,-1,5,-13,6,1,0.7,-10,-7,0
O=C(NCCC1=CCCCC1)C(=O)NCCc1ccc(Cl)cc1,0,-2,-9,8,0,-1.6,10,-1,3
O=C(Nc1ccc2c(c1)CCC2)c1ccc(F)c(S(=O)(=O)N2CCOCC2)c1,-1,3,-5,6,-3,-0.6,-9,0,3
Cc1c(Nc2c3c(c(C#N)c4nc5ccccc5n24)CCC3)c(=O)n(-c2ccccc2)n1C,-2,-3,-6,3,7,-1.1,2,3,3

# Sorted by formula weight (largest number first): some entries from above.
SMILES,Ba/F3 V617F tox,NPY-Y1 antag,S1P4 antagonist,NPY-Y1 PAM-ag,Runt-CBFb FRET,S1P4 agonist,NPY-Y2 PAM-ag,RBBP9 inhibitor,BaF3 parental
Cc1c(Nc2c3c(c(C#N)c4nc5ccccc5n24)CCC3)c(=O)n(-c2ccccc2)n1C,-2,-3,-6,3,7,-1.1,2,3,3
CCOC(=O)N1CCN(C(=O)c2ccc3nc4cc(Cl)ccc4c(=O)n3c2)CC1,-1,0,5,-16,nt,9.0,6,13,4
Fc1cccc(Cl)c1Cn1nnc2c(N3CCC4(CC3)OCCO4)ncnc21,-1,1,-6,14,2,-1.8,-9,-6,2
Cc1ccccc1-n1c(C)nnc1SCC(=O)N1CCc2ccccc2C1,-3,1,-16,10,0,-0.3,6,-5,5
COc1ccc(OC)c(N(CC(=O)Nc2ccccc2)S(C)(=O)=O)c1,2,-5,-2,7,0,-1.2,11,-9,2
C/C=C/c1ccc(OCC(=O)NCc2ccccc2OC)c(OC)c1,2,2,-5,-5,-2,-2.0,-4,1,8
Cn1cc(/C=C2\SC(=O)N(c3ccccc3)C2=O)c2ccccc21,1,-3,13,-6,-17,-0.8,-4,-4,9
CCCSc1nc(=S)n(Cc2ccccc2)c(C)c1C(C)=O,4,9,-5,3,-3,-1.6,-9,0,11
O=C(CSc1ccc(F)cc1)NC12CC3CC(CC(C3)C1)C2,-4,-1,-8,-2,0,-0.9,4,4,2
CCCNC(=O)c1nc(C)n(-c2ccc([N+](=O)[O-])cc2)n1,0,2,-13,21,2,1.2,10,-1,3
